14-3-3 Bad inh – inhibitors of 14-3-3 zeta/Bad binding, primary screen, biochemical, TR-FRET, bovine 14-3-3 zeta; TR-FRET 14-3-3zeta/Dy647-pBad peptide displacement, 1 h; inhibition, % at 21.7 µM; actives 0.71% (n = 220,000);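 active = inhibition above about 70%, limit read from the data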;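 note: 0% = full 14-3-3 plus peptide FRET controls and 100% = background without 14-3-3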
Target sequence (P63103 whole entry, looked up): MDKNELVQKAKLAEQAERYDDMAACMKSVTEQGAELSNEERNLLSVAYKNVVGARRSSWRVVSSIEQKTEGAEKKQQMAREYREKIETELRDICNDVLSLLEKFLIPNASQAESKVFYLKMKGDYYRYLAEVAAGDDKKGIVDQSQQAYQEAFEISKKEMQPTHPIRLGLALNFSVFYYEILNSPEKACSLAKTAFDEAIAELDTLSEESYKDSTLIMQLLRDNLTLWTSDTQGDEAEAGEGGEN
KLK5 inh – human KLK5 protease inhibitors, primary screen, biochemical, 1536-well; Kallikrein-5 (Homo sapiens), Q9Y337; recombinant hK5, fluorogenic AMC substrate cleavage; inhibition, % at 5 µM; actives 0.59% (n = 210,000);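 active = inhibition of 40% or more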;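 note: 0% = enzyme controls without compound and 100% = no-enzyme blanks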
Target sequence (Q9Y337 67-293 limits assumed): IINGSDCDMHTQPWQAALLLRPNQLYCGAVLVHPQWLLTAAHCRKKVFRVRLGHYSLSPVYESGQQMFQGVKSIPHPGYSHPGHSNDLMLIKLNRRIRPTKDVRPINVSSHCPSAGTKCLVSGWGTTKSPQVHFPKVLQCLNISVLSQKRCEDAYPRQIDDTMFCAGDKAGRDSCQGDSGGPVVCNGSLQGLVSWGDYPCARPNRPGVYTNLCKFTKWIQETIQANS
Wee1 stabilizer – Wee1 degradation inhibitors, primary screen, cell-based, HeLa, Wee1K328M-luciferase, luminescence; actives 1.2% (n = 220,000); HeLa Luc-Wee1K328M stability; 100% = proteasome inhibitor MG132 effect; reporter increase, % at 5 µM; AID 1321, 2008;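 active = activation above the mean of all tested compounds plus 3 SD, set per screening run, cut at about 8.8% in these data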;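 note: cells exposed to compound for 20 h before luminescence read; 0% = DMSO alone and 100% = MG132 at 30 µM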
Runt-CBFb FRET – inhibitors of RUNX1 Runt–CBFb binding, primary screen, biochemical, FRET, Cerulean-Runt, Venus-CBFb, uHTS; Cerulean-Runt/Venus-CBFb FRET ratio 530/480, 1 h; inhibition, % at 20 µM; actives 0.46% (n = 220,000); AID 1496, 2009;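 active = inhibition over about 50% at 20 µM in the single-dose screen, limit read from the data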;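 note: 0% = DMSO wells and 100% = excess unlabeled CBFb competitor control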
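Assay system: Cerulean-Runt domain fusion protein, energy donor; Signal: fluorescence energy transfer, 422 nm excitation, 530/480 nm emission; Timing: 1 h compound exposure, room temperature; Control set: unlabeled CBFb; Medium: Tris buffer pH 7.5 with salts and BSA; Compound: single test concentration of 20 µM, 1% DMSO final; Probe or stimulus: Venus-CBFb 100 nM.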
FXIIa inh 1536 – human FXIIa protease inhibitors, primary screen, biochemical, 1536-well; Coagulation factor XII (Homo sapiens), P00748; purified FXIIa, Boc-QGR-AMC fluorogenic substrate, 2 h; inhibition, % at 5 µM; actives 0.3% (n = 220,000); in the data active = inhibition above about 40%;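 note: 0% = enzyme with no compound and 100% = blank without enzyme; many of its hits are not listed in these tables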
Hck-Nef inh – inhibitors of Nef-activated human Hck kinase, primary screen, biochemical, Z-Lyte FRET, 384-well, Hck-YEEI; actives 0.68% (n = 220,000); Tyrosine-protein kinase HCK (Homo sapiens), P08631; AID 463187, 2010; inhibition, % at 20 µM; Recombinant Hck-YEEI plus Nef, Z-Lyte FRET kinase assay;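 active = Hck-Nef kinase inhibition above about 50%, limit read from the data; inactive = inhibition below that limit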;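 note: 0% = DMSO with Hck plus Nef and 100% = Hck alone without Nef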
FXIa inh 1536 – human FXIa protease inhibitors, primary screen, biochemical, 1536-well | actives 0.14% (n = 220,000) | Coagulation factor XI (Homo sapiens), P03951 | purified FXIa, Boc-Glu-Ala-Arg-AMC fluorogenic substrate | inhibition, % at 5 µM;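 active = inhibition of at least 40%; inactive = inhibition below 40%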;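 note: fluorescence of freed AMC excited at 355 nm; 0% = enzyme without compound and 100% = no enzyme blank; many of its hits are not listed in these tables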
Target sequence (P03951 19-387 limits assumed): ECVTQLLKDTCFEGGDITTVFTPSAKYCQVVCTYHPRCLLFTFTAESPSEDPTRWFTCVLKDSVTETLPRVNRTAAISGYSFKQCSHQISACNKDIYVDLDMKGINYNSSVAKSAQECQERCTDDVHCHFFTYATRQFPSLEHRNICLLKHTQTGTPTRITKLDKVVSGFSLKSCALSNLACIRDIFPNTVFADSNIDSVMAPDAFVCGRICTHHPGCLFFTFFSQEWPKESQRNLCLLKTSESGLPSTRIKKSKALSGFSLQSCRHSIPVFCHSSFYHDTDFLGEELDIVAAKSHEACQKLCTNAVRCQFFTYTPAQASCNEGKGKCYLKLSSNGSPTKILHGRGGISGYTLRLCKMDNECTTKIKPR
Target sequence (P03951 388-625 limits assumed): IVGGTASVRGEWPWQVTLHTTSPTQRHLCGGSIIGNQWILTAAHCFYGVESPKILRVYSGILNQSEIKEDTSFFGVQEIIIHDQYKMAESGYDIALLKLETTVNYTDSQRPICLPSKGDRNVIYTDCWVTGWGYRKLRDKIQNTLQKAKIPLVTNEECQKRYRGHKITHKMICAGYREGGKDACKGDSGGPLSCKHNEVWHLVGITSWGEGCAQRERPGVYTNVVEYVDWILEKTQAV
Runt-SMMHC FRET – inhibitors of RUNX1 Runt–CBFb-SMMHC binding, primary screen, biochemical, FRET, Cerulean-Runt, Venus-CBFb-SMMHC, uHTS; Runt-related transcription factor 1 (Homo sapiens) + Core-binding factor subunit beta …; Cerulean-Runt/Venus-CBFb-SMMHC FRET ratio 530/480, 1 h; inhibition, % at 20 µM; actives 0.74% (n = 220,000); AID 1434, 2008;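 active = mean inhibition across duplicate retests at 20 µM reaching about 50%, limit read from the data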;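 note: 0% = DMSO wells and 100% = wells with excess untagged CBFb-SMMHC; inhibitors lower the FRET ratio by blocking Runt binding to CBFb-SMMHC; some results filed as inactive read as strong as hits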
thrombin 1536 – human alpha-thrombin inhibitors, primary screen, counter-screen for coagulation protease inhibitor project, biochemical, 1536-well, fluorogenic AMC substrate. Prothrombin (Homo sapiens), P00734. actives 0.26% (n = 220,000). inhibition, % at 5 µM. Boc-VPR-AMC fluorogenic substrate cleavage;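 active = inhibition at or above 40%; inactive = inhibition below 40%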;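 note: 0% = enzyme with no compound and 100% = wells without enzyme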
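System: Human alpha-thrombin protein | Medium: pH 7.5 Tris (50 mM) with NaCl 150 mM, Tween 20 0.05% | Times: Enzyme reaction carried out at room temperature | Detection: AMC fluorescence, 355/460 nm | Evaluation: Percent inhibition scaled between no-compound controls and no-enzyme blanks | Benchmarks: Enzyme without compound as high, wells lacking enzyme as low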
The depositor's hits bear a star; . = not tested or not shown; [ ] = remark or other dose. Compounds were not picked by outcome; overall some 4.2% were active at least once.

SMILES	14-3-3 Bad inh	KLK5 inh	Wee1 stabilizer	Runt-CBFb FRET	FXIIa inh 1536	Hck-Nef inh	FXIa inh 1536	Runt-SMMHC FRET	thrombin 1536
CC(=O)Oc1cc2c(C(=O)NCc3ccncc3)c(C)oc2c2ccccc12	1	0	.	-2	9	28	1	-1	-4
Cn1c(C(=O)N2CCN(Cc3ccc4c(c3)OCO4)CC2)cc2sccc21	16	5	5	-2	-1	4	-2	4	-5
Cc1ccc(NC(=O)c2ccc(Cl)cc2Cl)cc1O	-1	6	-1	-1	13	17	5	0	0
Cc1ccc(CNC(=O)C2CCC(=O)N2C2CCCCC2)cc1 (centres undefined)	-4[fluorescence artefact?]	-8	0	0	13	0	5	1	2
COc1ccc(-c2nnc(SCC(=O)Nc3ccccc3)n2C)cc1	-4	0	7	1	15	4	6	-3	0
COc1ccccc1C(=O)N=c1sc2c(C)ccc(OC)c2n1C	-2	-2	1	0	6	11	0	2	-5
COc1ccc(COCC(CC(C)C)N2CCN(C(=O)c3cccc(C(F)(F)F)c3)CCC2=O)cc1 (centres undefined)	-8	-7	1	-6	13	-7	4	-13	-1
O=C(c1ccccc1)N1CCN(c2ncnc3sc4c(c23)CCC4)CC1	-7	-13	-1	1	16	0	-1	-4	-5
CC1(N2CCOCC2)CC2(O)C(=[N+]1[O-])CCc1c2no[n+]1[O-] (centres undefined)	-13	-2	0	-2	18	0	2	-7	6
COc1ccc(NS(=O)(=O)c2cc(Cl)ccc2Cl)cc1S(=O)(=O)N1CCCCC1	-3	-2	4	-1	4	3	-5	-2	-8
COC(=O)c1sccc1N/C=C(\C#N)S(=O)(=O)C(C)(C)C	-11	-4	6	-1	6	15	0	-2	-4
COc1ccc2nc(NS(=O)(=O)c3ccc(NC(C)=O)cc3)sc2c1	7	-20	3	0	18	-8	11	-4	1
COc1ccc(NC(=O)CC2S/C(=N\c3nccs3)N(C)C2=O)cc1 (centres undefined)	-7	-1	-2	0	5	20	-5	0	-1
CCCC(=O)NC(c1ccc(OC)c(OC)c1)c1c(O)ccc2ccccc12 (centres undefined)	-6	-20	-2	-1	-3	1	-8	1	-11
COc1cccc(CN2CCN(C(=O)Nc3ccc([N+](=O)[O-])cc3)CC2)c1	1	4	8	2	11	4	4	0	4
O=C1N=C(N2CCCC2)CN1c1ccccc1	2	-6	1	0	24	-3	17	-5	0
COc1ccccc1-c1cc(C(=O)N2CCc3ccccc3C2)c2ccccc2n1	-20	-9	-2	-3	15	1	1	6	-3
CCOCc1cn(CC(=O)c2ccc([N+](=O)[O-])cc2)c(C)nc1=N	5	-2	2	2	13	-18	2	1	-5
Fc1cccc(F)c1/C=N/N1CCOCC1	-9	3	2	-2	21	11	15	1	6
N#C/C(=C\N1CCOCC1)S(=O)(=O)c1ccc(Cl)cc1	-3	3	3	1	9	19	2	-1	0
COc1cccc(CNC(=O)C(c2ccc(Cl)cc2)C(C)C)c1 (centres undefined)	-2	-23	2	-1	2	4	2	-2	-9
CN(C)c1cncc(C(=O)O)c1	-17	3	-2	1	11	18	5	-4	8
CS(=O)(=O)c1ccc2nc(NC(=O)Nc3ccc(Cl)c(Cl)c3)sc2c1	32	-10	2	1	8	7	4	-2	-17
O=S(=O)(c1ccc(-n2cnnn2)cc1)N(C1CCCCC1)C1CCCCC1	0	-15	1	-4	9	2	-1	2	2
COc1ccc(-c2cc(=O)c3cc(OC)ccc3o2)cc1	1	-1	4	-2	5	17	-1	-2	-12
COc1ccc(N2C(=S)N=C(Nc3cccc(C)c3)C23CCCCC3)cc1	-11	-8	-2	-2	13	0	6	0	0
CN(C)c1ccc(C(=O)OCC(=O)NC2CCCCC2)cc1	-14	0	2	0	9	1	0	1	1
COC(=O)/C(=C\C(=O)c1ccc([N+](=O)[O-])cc1)Nc1ccc(OC)cc1	0	2	-1	-4	14	0	6	-4	3
COCCn1cc(C(=O)NCc2cccs2)c2c3ccccc3n(C)c2c1=O	1	5	-1	8	14	4	3	27	3
Cc1cccc(NC(=O)CSc2nnc(Cn3cnc4ccccc43)o2)c1	9	-2	-2	-2	19	6	11	3	0
CCOC(=O)C1CCCN(C(=O)CN2CCN(Cc3ccc(Cl)cc3)C2=O)C1 (centres undefined)	-2	-13	-1	2	5	8	-9	1	-8
Cc1ccc(N(Cc2ccc(C(=O)NCC3CCCO3)cc2)S(C)(=O)=O)cc1C (centres undefined)	11	0	-2	.	5	13	-3	.	-11
Cc1cccc(-c2nc(NCCCN3CCOCC3)c3ccccc3n2)c1	8	-11	-2	1	12	1	2	0	0
O=C(C1CCC(Cn2c(=O)[nH]c3ccccc3c2=O)CC1)N1CCN(c2ccccc2)CC1 (centres undefined)	-1	-10	6	0	10	-3	7	1	1
COc1ccc(-c2noc(C3CCCN(C(=O)c4ccccc4)C3)n2)cc1 (centres undefined)	0	-3	0	1	2	19	-2	-1	-4
CSc1ccc(/C=C(\NC(=O)c2ccc(C)cc2)C(=O)Nc2cccc(C)c2)cc1	5	-29	0	5	14	1	7	2	-1
CC(=O)c1cccc(NC(=O)CCNS(=O)(=O)c2cccc3nonc23)c1	-3	-19	0	-2	0	-6	-9	-2	2
Cc1ccc(Cn2ccc(=O)c(OCc3ccccc3)c2C)cc1	2	-15	-3	2	26	1	8	0	3
CCOc1ccc(NC(=O)COC(=O)c2ccc3c(c2)C(=O)N(CCc2ccccc2)C3=O)cc1	3	-7	-4	-2	2	-1	-7	1	-6
O=c1c2ccccc2nc(-c2ccco2)n1/N=C/c1ccco1	-16	-18	0	4	-1	2	-2	-1	-14
CN(C)CCCN(C(=O)c1ccc2c(c1)CCCC2)c1nc2ccc(F)cc2s1	0	-7	5	-1	6	1	-1	5	-2
COc1cc2c(cc1/C=C1/NC(=O)N(c3ccccc3)C1=O)OCO2	-11	2	0	-7	7	9	-1	16	2
O=C(NCCO)C1(c2ccc(Cl)cc2)CCCC1	2	-7	0	1	3	-2	-3	0	-1
COc1ccc2oc(-c3ccccc3)c(C(=O)N3CCOCC3)c2c1	10	-2	-1	-1	23	-1	18	-4	-4
Cc1cc(Nc2ccc(Br)cc2F)n2ncnc2n1	-3[fluorescence artefact?]	-2	0	-1	14	-4	7	-3	5
CCOC(=O)c1cc(NC(=O)c2ccc(Cl)cc2)c(=O)n2c1oc1ccc(Cl)cc12	27[fluorescence artefact?]	-29	-1	1	10	4	3	-1	-4
COc1cc(C)nc(N2CCCC(C(=O)Nc3cccc(Cl)c3C)C2)n1 (centres undefined)	-5	-1	-4	-4	-4	-15	-5	-4	-7
O=C(COC(=O)Cn1cnc2ccccc21)NCCCc1ccccc1	2	-1	0	2	5	19	-7	-1	-2
O=C(Nc1ccncc1)C1(c2ccccc2)CCCC1	12	-19	1	-1	9	2	0	4	-6
COc1cccc(N(CC(=O)Nc2cccc(F)c2)S(C)(=O)=O)c1	2	2	8.9*	0	32	2	19	-1	9

Next part
SMILES	14-3-3 Bad inh	KLK5 inh	Wee1 stabilizer	Runt-CBFb FRET	FXIIa inh 1536	Hck-Nef inh	FXIa inh 1536	Runt-SMMHC FRET	thrombin 1536
CCOC(=O)N1CCN(C(=O)C2CC(=O)N(c3ccc(OC)cc3)C2c2ccc(OC)cc2)CC1 (centres undefined)	-1	-32	0	-2	5	-1	4	3	3
CCCN1C(=O)c2cc(C(=O)Nc3ccccc3C)ccc2C1Nc1ccccc1C (centres undefined)	6	4	1	-1	12	10	3	-5	3
CCn1c(CNC(=O)c2cccs2)nnc1SCC(=O)Nc1ccc(Cl)cc1	-7	30	0	-2	8	0	2	-3	0
Cc1nn(-c2ccccc2)nc1CNC(=O)C1CC1	-5	0	1	1	4	9	2	-3	-1
COc1ccccc1NC(=O)CN1C(=O)NC2(CCCCCCC2)C1=O	-10	-7	1	0	3	8	-5	-2	1
Cc1ccc(C(=O)Nc2ccccc2-c2ccccc2)o1	-5[fluorescence artefact?]	-1	-2	6	16	2	4	4	0
O=C(Nc1c(C(=O)O)[nH]c2ccc(F)cc12)c1cccc(C(F)(F)F)c1	-3	0	0	3	5	28	0	1	-16
O=C(Nc1ccc(Cl)c(C(F)(F)F)c1)C1CCCN(S(=O)(=O)c2cnc[nH]2)C1 (centres undefined)	.	-6	-2	2	-7	-1	-14	1	1
NC(=O)c1c(NC(=O)CCCC(=O)O)sc2c1CCCCCC2	-6[fluorescence artefact?]	-8	-2	1	5	0	-3	11	-4
Cc1ccc(C(=O)O/N=C(\c2ccccc2)c2cccnc2)cc1	-8	-10	-3	-2	-5	-15	0	1	-6
O=P(O)(CCc1ccncc1)CN1CCCCC1	3	-8	1	-3	14	3	3	0	4
N#Cc1c(N2CCCC2)nc(N)c2c(N)nc(N3CCCC3)cc12	-4[fluorescence artefact?]	-9	-3	-4	-5	46	-11	-32	-7
Cc1cc(C)n(-c2ncnc3sc4c(c23)CCCC4)n1	0	-9	0	-1	18	3	4	1	-1
CCC(C)(C)n1nnnc1C(c1ccc2ncccc2c1)N1CCN(c2nc3ccccc3s2)CC1 (centres undefined)	1	-2	2	-8	-9	1	-9	-4	-13
COc1ccc(S(=O)(=O)N(CC(=O)N2CCOCC2)Cc2ccccc2)cc1	6	-2	-1	1	14	7	12	2	1
COc1ccc(C2Nc3ccccc3C(=O)N2Cc2ccccc2)cc1CN1CCOCC1 (centres undefined)	-12	-5	-2	-1	2	6	-3	5	-6
CC(=O)NC1C(Oc2ccc(C=O)cc2)OC(COC(C)=O)C(OC(C)=O)C1OC(C)=O (centres undefined)	-5	-4	-1	2	2	16	-6	-2	-13
CCc1nnc(NC(=O)c2cccc(C(=O)Nc3nnc(CC)s3)n2)s1	7	-78	-4	0	4	2	8	4	-1

A second format for some results above:
Compound | 14-3-3 Bad inh | KLK5 inh | Wee1 stabilizer | Runt-CBFb FRET | FXIIa inh 1536 | Hck-Nef inh | FXIa inh 1536 | Runt-SMMHC FRET | thrombin 1536
CCC(C)(C)n1nnnc1C(c1ccc2ncccc2c1)N1CCN(c2nc3ccccc3s2)CC1 (centres undefined) | 1 | -2 | 2 | -8 | -9 | 1 | -9 | -4 | -13
CS(=O)(=O)c1ccc2nc(NC(=O)Nc3ccc(Cl)c(Cl)c3)sc2c1 | 32 | -10 | 2 | 1 | 8 | 7 | 4 | -2 | -17
CC(=O)c1cccc(NC(=O)CCNS(=O)(=O)c2cccc3nonc23)c1 | -3 | -19 | 0 | -2 | 0 | -6 | -9 | -2 | 2

Bioassay records from PubChem BioAssay.
